OX1R antagonist: human HCRTR1 antagonism | CHO/OX1R cells, Fluo-8 calcium fluorescence, orexin A | inhibition, % at 5 µM | 330,000 compounds, 0.43% hits | AID 434989;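 active = inhibition above its plate's threshold, mean inhibition of all tested compounds on the plate plus 3 SD, cut at about 37% in these data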;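 also: 0% = orexin A challenge wells and 100% = SB-334867-A antagonist wells; not every result past the cut was called active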
Target sequence (O43613 whole entry, looked up): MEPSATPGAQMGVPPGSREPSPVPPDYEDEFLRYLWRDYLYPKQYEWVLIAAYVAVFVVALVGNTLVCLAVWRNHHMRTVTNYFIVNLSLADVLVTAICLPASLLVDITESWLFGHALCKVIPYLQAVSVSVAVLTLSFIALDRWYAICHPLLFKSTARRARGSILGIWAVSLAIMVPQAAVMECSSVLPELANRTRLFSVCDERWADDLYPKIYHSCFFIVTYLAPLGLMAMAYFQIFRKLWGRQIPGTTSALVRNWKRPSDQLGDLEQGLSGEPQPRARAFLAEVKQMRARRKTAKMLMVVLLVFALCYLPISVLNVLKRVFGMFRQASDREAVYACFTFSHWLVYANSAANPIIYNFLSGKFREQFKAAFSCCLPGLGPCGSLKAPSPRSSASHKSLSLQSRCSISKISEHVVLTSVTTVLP
CHT allo act: human CHT allosteric activation. Q9GZV3. CHT-expressing cells, membrane potential dye, choline EC20; stronger effect = higher value; LV-AA mutant CHT in HEK293 cells. B-score at 10 µM. 310,000 compounds, 0.49% hits. AID 488977;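 active = initial fluorescence not abnormally high and integrated response B-score, plate-corrected, over 3 SD above library mean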
Target sequence (Q9GZV3 whole entry, looked up): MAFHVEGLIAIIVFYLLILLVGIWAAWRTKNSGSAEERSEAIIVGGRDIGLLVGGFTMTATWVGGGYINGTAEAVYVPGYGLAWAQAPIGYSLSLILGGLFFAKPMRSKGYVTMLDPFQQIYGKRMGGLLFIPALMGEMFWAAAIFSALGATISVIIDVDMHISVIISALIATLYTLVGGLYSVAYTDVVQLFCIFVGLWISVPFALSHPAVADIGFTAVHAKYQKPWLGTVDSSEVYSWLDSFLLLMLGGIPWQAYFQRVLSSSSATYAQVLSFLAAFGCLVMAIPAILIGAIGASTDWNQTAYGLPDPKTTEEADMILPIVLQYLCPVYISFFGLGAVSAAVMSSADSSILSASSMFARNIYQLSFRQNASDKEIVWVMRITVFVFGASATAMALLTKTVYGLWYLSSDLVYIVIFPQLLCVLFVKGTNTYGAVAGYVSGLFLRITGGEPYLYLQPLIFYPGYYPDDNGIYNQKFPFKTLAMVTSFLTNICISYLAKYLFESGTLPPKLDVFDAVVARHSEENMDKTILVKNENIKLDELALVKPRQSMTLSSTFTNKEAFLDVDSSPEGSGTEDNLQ
Active calls of the source: *; i = inactive; nt = no result given.

SMILES | OX1R antagonist | CHT allo act
Cc1cc(C)c(S(=O)(=O)NCC(=O)NCc2cc(=O)n(C)c(=O)n2C)c(C)c1 | -17.4 | i
CC(C)CCN(C(=O)c1csnn1)C(C(=O)NC1CCCC1)c1ccccc1 (stereo not given) | -33.8 | i
CC1CCCN(C(=O)Cn2cnc3c2c(=O)n(C)c(=O)n3C)C1 (stereo not given) | -20.4 | i
Cn1c(N)c(C(=O)COC(=O)CSc2cccc3cccc(Cl)c23)c(=O)n(C)c1=O | -8.8 | i
O=C1CC(c2ccccc2)C(C(=O)Nc2ccccc2F)N1 (stereo not given) | -17.1 | i
CCOC(=O)[C@H]1[C@H]2COc3ccc(C)cc3[C@@H]2N2C(=O)CN(Cc3ccco3)C(=O)[C@@]12C | -16.7 | nt
COc1cccc(C2C(C#N)=C(N)N(c3ncn[nH]3)C3=C2C(=O)CCC3)c1 (stereo not given) | 9.9 | i
CC(=O)c1ccccc1OCC(O)CNC1CCCC1 (stereo not given) | -12.0 | i
O=C(c1cc(COc2c(F)cccc2F)on1)N1CCN(C2CCCCC2)C(=O)C1 | -15.8 | i
COc1cc(C2Nc3cccc4cccc(c34)N2)cc(OC)c1O | 3.7 | i
O=C(CSc1ncnc2[nH]ncc12)Nc1cccc(Oc2ccccc2)c1 | -8.6 | i
COC(=O)c1ccc(OCCN2CCCCCC2)cc1 | -6.7 | i
CC(=O)NCc1ccc(C(=O)O)cc1 | -13.5 | i
Nn1c(COc2ccccc2F)nnc1SCC(=O)NC1CCCCC1 | -21.0 | i
NC(=O)C1CCN(C(=O)COCc2cc(-c3ccc4c(c3)OCO4)on2)CC1 | -17.1 | i
C/C=C(\C)C(=O)Nc1cccc(C2=NOC3(C2)C[C@H](C(N)=O)N(C(=O)CC#N)C3)c1 (stereo not given in full) | 6.1 | i
CCOCCn1c(N2CCN(c3ccccc3)CC2)nc2c1c(=O)[nH]c(=O)n2C | -9.0 | i
Clc1cccc(Cl)c1Cn1cnc2c(NCc3ccco3)ncnc21 | -23.7 | i
O=C(C1=C(O)C(=O)N(CC2CCCO2)C1c1ccc(Cl)cc1)c1ccco1 (stereo not given) | -20.8 | i
S=c1[nH]nc(-c2cccnc2)n1-c1ccc2c(c1)OCCO2 | -6.9 | i
Cc1ccc(C)n1-n1c(C)nc2sc(-c3ccccc3)cc2c1=O | 27.3 | i
CC(=O)NC(CCCCNC(=S)NC1CCCCC1)C(=O)O (stereo not given) | 0.6 | i
CC(OC(=O)c1ccc2c(c1)C(=O)N(Cc1ccncc1)C2=O)C(=O)Nc1cccc(Cl)c1Cl (stereo not given) | -13.8 | i
Cc1cc(C)c(NC(=O)COC(=O)CSc2ccc(Br)cc2C)c(C)c1 | -27.8 | i
c1ccc2oc(-c3nn4c(Cn5cnc6ccccc65)nnc4s3)cc2c1 | -22.6 | i
Cc1nc(-c2ccc(NS(C)(=O)=O)cc2)cs1 | -2.7 | i
O=C(Oc1ccc(C(=S)N2CCOCC2)cc1)c1ccccc1 | -16.9 | i
O=C(Cn1c(=O)sc2ccccc21)Nc1ccccc1 | 1.4 | i
Cc1onc(-c2ccccc2Cl)c1C(=O)O/N=C(\N)c1ccccc1 | -2.5 | i
COc1cc([N+](=O)[O-])c2nccnc2c1 | 2.9 | i
COc1ccc(OC)c(NC(=O)NNC(=O)COc2ccc(-c3ccccc3)cc2)c1 | 0.8 | i
O=C1NCCCc2c1no[n+]2[O-] | 12.0 | i
CCN(CC)C(=O)[C@H]1C[C@H](CC(=O)NC/C=C(\C)CCC=C(C)C)C(=O)N2CCc3c([nH]c4cc(-c5ccco5)ccc34)[C@]12C | -4.7 | nt
Cc1cccc(Cn2ccc(-c3ccc(Cl)cc3)c(C#N)c2=O)c1 | 1.8 | i
O=C(CCn1cnc2ccccc2c1=O)Nc1ccc(S(=O)(=O)N2CCCC2)cc1 | -11.7 | i
CC1CCc2nc(N)c(C#N)c(-c3ccncc3)c2C1 (stereo not given) | -27.6 | i
Cn1nc(-c2ccccc2)cc1NC(=O)c1cccs1 | -11.8 | i
Cc1ccc2nc(Cl)nc(-c3ccccc3)c2c1 | -14.2 | i
CC(=O)Nc1ccc(NS(=O)(=O)c2ccc3c(c2)n(C)c(=O)n3C)cc1 | -10.8 | i
O=[N+]([O-])c1ccc(S(=O)(=O)N2CCN=C2SCc2cccnc2)cc1 | -20.0 | i
COc1ccc(N2CC(C(=O)N[C@H](C(=O)NC3CCCC3)C(C)C)CC2=O)cc1 (stereo not given in full) | -21.7 | i
O=C(O)CSc1nnc(-c2ccc3c(c2)OCO3)n1-c1ccccc1 | -4.7 | i
O=S(=O)(Nc1cccc2ncccc12)c1cccc(C(F)(F)F)c1 | 4.1 | nt
COc1ccc(CCNC(=O)c2ccc(CS(=O)(=O)Cc3cccc(C)c3)o2)cc1OC | -12.7 | i
Cc1nnc(SCC(=O)Nc2nc(-c3ccccc3)cs2)n1N | -0.6 | i
CN(C(=O)COC(=O)c1ccc(S(=O)(=O)N2CCCC2)cc1)c1ccccc1 | -7.7 | i
CCN(CC)C(=S)Nc1ccc(C(=O)OC)cc1 | 12.9 | i
CC(C)C(NC(=O)c1ccco1)C(=O)OCC(=O)NCCc1ccccc1 (stereo not given) | -44.3 | nt
CC1CCC(NC(=O)COC(=O)C2=NN(c3ccccc3)C(=O)CC2)CC1 (stereo not given) | -12.6 | nt
O=C(O)CSCC(=O)Nc1cccc2ccccc12 | -9.2 | i
Cc1ccc(NC(=O)C2CCCN2S(=O)(=O)c2cccc3cccnc23)c(C)c1 (stereo not given) | -30.7 | i
Cc1ccc(OCC(=O)NNC(=O)c2ccco2)c(C)c1 | -11.8 | i
CCSc1nnc(-c2cccnc2)n1-c1ccc(Cl)c(C)c1 | -18.6 | i
CC1CCCCN1CCn1cnc2c([nH]c3ccccc32)c1=O (stereo not given) | -21.8 | i
NC(=O)C1CCN(Cc2nc3cc(C(F)(F)F)ccc3c(=O)[nH]2)CC1 | -15.0 | i
C=CCNC(=S)Nc1sc2c(c1C(=O)OCC)CC(C)(CC)OC2 (stereo not given) | -27.5 | i
O=C(N/N=C/C1C(c2ccccc2)C1(Cl)Cl)c1cccc(Cl)c1 (stereo not given) | -7.0 | i
CCCC1(c2ccccc2)NC(=O)N(CC(=O)NCc2ccc(OC)cc2)C1=O (stereo not given) | -24.9 | i
CC(C)Cn1c(N)c(C(=O)CSc2cc(Cl)ccc2Cl)c(=O)n(C)c1=O | -3.1 | i
CCOC(=O)C1=C(C)NC2=C(C(=O)CCC2)C1c1ccc(N(C)C)cc1 (stereo not given) | -18.0 | i

Remaining list, next part:
SMILES | OX1R antagonist | CHT allo act
CCOC(=O)c1nn(-c2ccc(C)cc2)c(=O)cc1OCC(=O)Nc1ccc(OC)cc1 | -12.2 | i
Cc1ccc(NCCC(=O)c2cccc([N+](=O)[O-])c2)cc1 | 17.6 | i
CC(=O)Nc1ccc(/C=C(\C#N)C(=O)NC2CCCCC2C)cc1 (stereo not given) | -25.0 | i
CC(=O)Nc1ccc(C(=O)CSc2nnc(-c3ccc(O)cc3)n2CC2CCCO2)cc1 (stereo not given) | -1.9 | i
Cc1oc(-c2cccc(Cl)c2)nc1CN1CCC(C(=O)NC2CC2)CC1 | -9.3 | i
O=C(c1ccncc1)N1CCCC(N2CCN(c3ccc(F)cc3)CC2)C1 (stereo not given) | -24.4 | i
OCCN1CNC(=S)NC1 | 6.1 | i
COC(=O)c1nn(-c2ccccc2)c(=O)cc1Sc1ccc(Cl)cc1 | -29.1 | i
COCCCn1c(=O)c2sccc2n2c(CCCC(=O)N(C)Cc3ccco3)nnc12 | -17.6 | i
CCn1ncc(S(=O)(=O)NCc2ccco2)c1C | -4.8 | i
COc1cc(C(N)=O)cc(Br)c1OCc1ccccc1 | -8.7 | i
CCO/C=C/C(=O)N(C)CCC#N | -5.5 | i
COc1cccc(C(=O)Nc2nnc(S(=O)(=O)N(C)Cc3ccccc3)s2)c1 | -9.7 | i
Cc1c(NC(=O)/C=C/c2ccc(S(=O)(=O)N3CCOCC3)cc2)c(=O)n(-c2ccccc2)n1C | -27.4 | i
c1ccc(-c2nnc3sc(-c4ccncc4)nn23)cc1 | 2.0 | i
COc1ccc(-c2nn(-c3ccccc3)cc2C(=O)OCC(=O)c2ccc(C)c([N+](=O)[O-])c2)cc1 | 14.2 | i
O=C(NCCNC(=O)c1cc(Cl)ccc1Cl)c1cnccn1 | -6.2 | i
Cc1ccccc1C(=O)Nc1nnc(S(=O)(=O)N2CCCCCC2)s1 | -27.9 | i
O=C(CN1C(=O)NC2(CCCCC2)C1=O)N1CCN(S(=O)(=O)/C=C/c2ccccc2)CC1 | 7.3 | i
Cc1cc(NC(=O)CSc2ccc(-c3ccc(Br)cc3)nn2)no1 | -12.6 | i
CC1(C)CC(=O)C(C(c2cc([N+](=O)[O-])ccc2Cl)C2C(=O)CC(C)(C)CC2=O)C(=O)C1 | -13.5 | i
Cc1cc(C)cc(C(=O)Nc2ccc(NC(=O)Cc3ccccc3)cc2)c1 | -19.9 | i
C/C(=N\Nc1ccc(C)c(Cl)c1)c1ccncc1 | -36.0 | i
COc1ccccc1/C=C(/NC(=O)c1ccccc1)C(=O)NCCN1CCOCC1 | -15.5 | i
O=C(CSc1nnnn1C1CC1)Nc1cc(S(=O)(=O)N2CCCC2)ccc1Cl | -36.2 | nt
O=C(NC(CC(=O)N1CCN(c2ccccc2)CC1)c1ccccc1)c1ccccc1Cl (stereo not given) | -19.6 | i
CCOC(=O)c1nnn(-c2nonc2-n2cccc2)c1CN1CCC(C)CC1 | -45.9 | i
CCCCC1=CC2=CC(=O)C(C)(OC(=O)c3cccs3)C(=O)C2=CO1 (stereo not given) | -11.4 | i
O=C(N/N=C/c1ccc(O)c(O)c1)N/N=C/c1ccc(O)c(O)c1 | nt | i
CCN(CC(=O)Nc1ccc(NC(C)=O)cc1)CC(=O)Nc1ccccc1C(=O)c1ccccc1 | -13.3 | i
O=C(NN1C(=O)/C(=C/C=C/c2ccccc2)SC1=S)c1ccncc1 | -10.0 | i
COc1cc(-c2noc(C)c2C#CC2(O)CCCCC2)cc(OC)c1OC | -50.9 | i
COc1ccc(-c2c(C)nc3c(-c4ccccn4)cnn3c2N)cc1 | nt | i
CCOC(=O)c1cccc(NC(=O)CCNS(=O)(=O)c2cccc3nonc23)c1 | -20.8 | i
Cc1cc(/C=C2\SC(=S)NC2=O)cc(C)c1O | -4.2 | i
COc1ccc(Cc2nnc(SCC(=O)NCc3ccco3)o2)cc1 | -8.2 | i
N#C/C(=N\Nc1ccccc1)C(=N)N1CCCCC1 | -2.5 | i
O=C(NC1CC1)c1cc2c(s1)CS(=O)(=O)C2 | 7.3 | i
Cc1ccccc1CNC(=O)c1ccc(CSCc2ccccc2)cc1 | -14.7 | i
CCCCCC(=O)NC(NC(=S)Nc1ccc(S(N)(=O)=O)cc1)C(Cl)(Cl)Cl (stereo not given) | -12.6 | i

In a second layout: results already given.
COc1cc(-c2noc(C)c2C#CC2(O)CCCCC2)cc(OC)c1OC
- OX1R antagonist = -50.9
- CHT allo act = i
COc1ccc(-c2c(C)nc3c(-c4ccccn4)cnn3c2N)cc1
- OX1R antagonist = nt
- CHT allo act = i
CCOC(=O)c1cccc(NC(=O)CCNS(=O)(=O)c2cccc3nonc23)c1
- OX1R antagonist = -20.8
- CHT allo act = i

Structures above with a nitro group on carbon:
SMILES | OX1R antagonist | CHT allo act
COc1cc([N+](=O)[O-])c2nccnc2c1 | 2.9 | i
O=[N+]([O-])c1ccc(S(=O)(=O)N2CCN=C2SCc2cccnc2)cc1 | -20.0 | i
Cc1ccc(NCCC(=O)c2cccc([N+](=O)[O-])c2)cc1 | 17.6 | i
COc1ccc(-c2nn(-c3ccccc3)cc2C(=O)OCC(=O)c2ccc(C)c([N+](=O)[O-])c2)cc1 | 14.2 | i
CC1(C)CC(=O)C(C(c2cc([N+](=O)[O-])ccc2Cl)C2C(=O)CC(C)(C)CC2=O)C(=O)C1 | -13.5 | i

Carrying on.
SMILES | OX1R antagonist | CHT allo act
O=C(c1cc(N2CCCCC2)nc2ccccc12)N1CCOCC1 | -7.6 | i
COC(=O)c1sc(N2C(=O)C(O)=C(C(=O)c3ccc(C)o3)C2c2ccc([N+](=O)[O-])cc2)nc1C (stereo not given) | -19.2 | i
CCN(CC)C(=O)CSc1nnc(CCN)o1 | -8.7 | i
CNC(=S)N=Nc1c(O)[nH]c2ccc(C(C)C)cc12 | -21.4 | i
Cc1ccc(C(=O)NCCc2ccccn2)cc1S(=O)(=O)N1CCOCC1 | -15.7 | i
CCOc1ccc(C(=O)OC(C)CN2CCN(C)CC2)cc1 (stereo not given) | 9.6 | i
C/C=C/C(=O)Nc1cccc(C2=NOC3(C2)C[C@@H](C(N)=O)N(C(=O)C(c2ccccc2)c2ccccc2)C3)c1 (stereo not given in full) | -6.0 | i
O=C(COc1ccc(Cl)cc1Cl)NCCSc1ccc(Cl)cc1 | -36.4 | i
Cc1ccc(C)c(NC(=O)COC(=O)c2cc3ccccc3oc2=O)c1 | -39.3 | nt
O=S(=O)(NCC1CCCO1)c1ccc(Cl)cc1 (stereo not given) | -6.6 | i
N#Cc1nc(-c2ccco2)oc1N1CCC(Cc2ccccc2)CC1 | -8.4 | i
O=C(c1ccco1)N1CCN(C(=O)C(Sc2ccccc2)c2ccccc2)CC1 (stereo not given) | 3.2 | i
O=C(O)c1cc(NS(=O)(=O)c2cccs2)cc(NS(=O)(=O)c2cccs2)c1 | -0.8 | nt
CCOC(=O)c1c(C)n(C)c2ccc(OC)c(NC(=O)CN3CCSCC3)c12 | -26.2 | i
Cc1cccc(OCc2nc(-c3cccnc3)no2)c1 | -8.2 | i

Source: PubChem BioAssay (several laboratories)

Compounds were not picked by outcome (roughly 0.83% active in at least one column).
